RT RNaseH block: blocks HIV-1 RNase H cleavage of RNA/DNA duplex; P04585; hit rate 1.9% among 65,000; RT-RNase H RNA/DNA duplex cleavage, fluorescence; inhibition, % at 10 µM; in the data active means inhibition above about 50%
RmlC RmlD mix: RmlC/RmlD inhibition, mixture screen | RmlC/RmlD coupled enzyme inhibition, 384-well mixture HTS | inhibition, % at 5.5 µM | hit rate 0.39% among 110,000; in the data active means inhibition above about 30%, passing the limit was not always enough; inconclusive means no clear call, values can overlap the other calls; further: strong numbers were not always called active
Active calls of the source: *; ? = inconclusive; . = not tested or not shown.

SMILES,RmlC RmlD mix,RT RNaseH block
CC(C)CNc1nc(Oc2ccc(=O)[nH]n2)nc(N(C)C)n1,14,.
Brc1cccc(-c2nnc(SCc3ccon3)n2-c2ccccc2)c1,4,-67
Cc1nnc(NC(=O)C2CCN(c3nnnn3-c3ccccc3)CC2)s1,8,-8
CCCCN1C(=O)C(O)(CC(=O)c2c(C)n[nH]c2C)c2cc(Br)ccc21 (stereo unspecified),2,1
CC(=O)c1cnc(Nc2nc(C)c3cc(C)ccc3n2)nc1C,.,-3
COc1cc2c(C(=O)NCc3ccccn3)cn(C)c(=O)c2cc1OC,-84,-3
Cc1cc(N2CCCCCC2)nc2ccccc12,-5,.
CCOC(=O)N1CCC(N2C(=O)c3ccc(C(=O)NCc4ccc(F)cc4)cc3C2=O)CC1,-14,3
Cc1ccc(-n2c(N)c(C(=O)N3CCCCC3)sc2=S)cc1,7,95*
CC(C)(C)NC(=O)CSc1nncn1NCc1cccc2ccccc12,8,.
CCN(Cc1cc2cc(C)ccc2[nH]c1=O)C(=O)c1cccc(OC)c1,.,-24
CCOc1ccc(-n2c(O)c(C=Nc3ccc(N(CC)CC)cc3)c(=O)[nH]c2=O)cc1,11,-17
COc1ccc(CNC(=O)c2cnccn2)cc1,6,.
CCOC(=O)c1ccc(NC(=O)CSc2nnc(C3CC3)n2CC)cc1,-7,.
O=C(Cn1ncc2c1-c1ccccc1OC2)Nc1cccc(Cl)c1,-1,.
COc1ccc(C(C(=O)NCc2ccccc2)N(Cc2ccc3c(c2)OCO3)C(=O)c2cnccn2)cc1 (stereo unspecified),-15,.
O=C(NC(=S)Nc1ccccc1N1CCCC1)c1ccc(-c2cccc([N+](=O)[O-])c2)o1,11,.
Cc1cc(C)n(Cc2ccc(NC(=O)c3nn(C)cc3[N+](=O)[O-])cc2)n1,-19,.
Cc1ccc(C)c(NC(=S)N2CCC(c3nc4ccccc4s3)CC2)c1,-11,.
COc1ccc(NC(=O)c2cnc3ccccn3c2=O)c(OC)c1,.,-16
Cn1c(C(C#N)C2=C(Cl)C(=O)N(c3ccccc3)C2=O)nc2ccccc21 (stereo unspecified),6,23
COc1nc(NCC(C)C)nc(Oc2ccc(=O)n(-c3ccccc3)n2)n1,9,-22
Cc1nn(CC(=O)Nc2ccc(C(=O)N3CCCC3)cc2)c(=O)c2ccccc12,4,-7
COc1ccccc1-c1noc(-c2ccccc2C(=O)N2CCOCC2)n1,6,-7
Cc1cccn2cc(CNc3ccccc3)nc12,-13,-5

An excerpt of these results, with two lines to a compound.
Below each compound: RmlC RmlD mix, RT RNaseH block
> O=C(Cn1ncc2c1-c1ccccc1OC2)Nc1cccc(Cl)c1
 : -1, .
> COc1ccc(C(C(=O)NCc2ccccc2)N(Cc2ccc3c(c2)OCO3)C(=O)c2cnccn2)cc1 (stereo unspecified)
 : -15, .

The listing picks up with the 6 entries that preceded the break.
SMILES,RmlC RmlD mix,RT RNaseH block
COc1ccc(NC(=O)c2cnc3ccccn3c2=O)c(OC)c1,.,-16
Cn1c(C(C#N)C2=C(Cl)C(=O)N(c3ccccc3)C2=O)nc2ccccc21 (stereo unspecified),6,23
COc1nc(NCC(C)C)nc(Oc2ccc(=O)n(-c3ccccc3)n2)n1,9,-22
Cc1nn(CC(=O)Nc2ccc(C(=O)N3CCCC3)cc2)c(=O)c2ccccc12,4,-7
COc1ccccc1-c1noc(-c2ccccc2C(=O)N2CCOCC2)n1,6,-7
Cc1cccn2cc(CNc3ccccc3)nc12,-13,-5
CCNc1nc(NC(C)C)nc(SCCOc2ccc(C)cc2)n1,-17,.
CC1(C)OC(=O)C(=CNC(CCC(N)=O)C(=O)O)C(=O)O1 (stereo unspecified),22,-6
Brc1ccc(Oc2nnnn2-c2ccccc2)cc1,-12,-29
CCOC(=O)Cc1csc(NC(=O)CSc2nnc(-n3nc(C)cc3C)c3ccccc23)n1,8,-7
Cc1ccc(S(=O)(=O)N(CC(O)CN2CCCC2)c2ccccc2)cc1 (stereo unspecified),-12,-8
S=c1nc(-c2ccccc2Br)[nH][nH]1,0,.
C=CCNc1oc(Cc2cccc3ccccc23)nc1C#N,-12,-101
O=C(NCc1ccccc1)c1onc(CSc2ccc(F)c(F)c2)c1C(=O)NCc1ccccc1,-8,.
CC(C)C(C(=O)O)N1C(=O)/C(=C/C=C/c2ccco2)SC1=S (stereo unspecified),59,.
OC(COc1ccc2ccccc2c1Br)Cn1ccnc1 (stereo unspecified),10,-10
Cc1cc2cc(CNC(=O)c3ccc(Br)o3)ccc2[nH]1,-3,10
CN(C)C(=O)Nc1ccc(F)cc1F,0,-3
CC(=O)Nc1ccc2c(c1)nc(CN1CCCC1)n2C,0,.
COc1ccc2[nH]c(=O)c(CN(Cc3cccnc3)C(=O)Nc3ccccc3)cc2c1,4,0
CSc1cccc(NC(=O)CSc2ccc(C)cc2)c1,-18,.
Cc1cc(C)n2c(SCc3ccc(Cl)cc3Cl)nnc2n1,-8,.
CCOc1ccc(NC2=C(Cl)C(=O)N(Cc3ccccc3)C2=O)cc1,-8,.
COc1ccc(-n2cccc2C=O)cc1OC,-1,.
Nc1nc(-c2cccnc2)nn1C(=O)c1ccco1,.,6
COC(=O)c1ccc(N2C(=O)CC(N3CCN(C(=O)c4ccco4)CC3)C2=O)cc1 (stereo unspecified),24,1
COc1ccc(C(=O)Nn2c(SCC(=O)NC3CCCCC3)nc3ccccc3c2=O)cc1,7,.
Cc1cc2nnc(SC3CCOC3=O)n2c2ccccc12 (stereo unspecified),-6,-9
Cc1cc(N2CCC(C)CC2)c(F)cc1[N+](=O)[O-],106,.
COC(c1ccccc1)c1c(-c2ccccc2)nn(C)c1Cl (stereo unspecified),-49,.
CCCCn1c(N(CCOC(C)=O)C(C)=O)nc2ccccc21,79,-9
CCS(=O)(=O)n1nc(-c2ccc(Cl)cc2)nc1SCc1ccccc1,11,.
CCCOc1ccc(Cc2nn3c(=O)/c(=C/c4ccco4)sc3nc2=O)cc1,3,-8
CCOC(=O)N1CCC(NC(=O)CCC(=O)N2CC(C)Oc3ccc(C)cc32)CC1 (stereo unspecified),-11,-15
CC(C)(CO)Nc1ccc([N+](=O)[O-])cc1[N+](=O)[O-],3,.
Cc1ccc(Cl)cc1NC(=O)Cn1cccc1,?,-2
CC(C)(C)C(=O)Nc1cc(C(F)(F)F)ccc1N1CCOCC1,-9,.
CCN(CC)C(=O)c1cncc(C(=O)N(CC)CC)c1-c1ccccc1,3,-13
O=C(COC(=O)CCc1c[nH]c2ccccc12)NC1CCS(=O)(=O)C1 (stereo unspecified),-1,1
CC(C)CC1C(C#N)=C(N)Oc2c1c(=O)oc1ccccc21 (stereo unspecified),-12,-3
Cc1ccc(S(=O)(=O)Cn2nnnc2C(c2ccccc2)N2CCN(c3ccccc3)CC2)cc1 (stereo unspecified),3,.
COc1ccc(CCNC(=O)C2CCN(S(=O)(=O)c3ccc(Cl)cc3)CC2)cc1OC,-12,.
CCOC(=O)N1CCN(C(=O)C2CC(c3ccc(F)cc3)=NO2)CC1 (stereo unspecified),-25,-1
Cc1nn(-c2nc(-c3ccco3)cc(C(F)(F)F)n2)c(C)c1Cl,4,.
CCn1c(SCC(=O)Nc2ccccc2C(=O)OC)nnc1-c1cccc(C)c1,-3,.
CCOC(=O)N1CCN(C(=O)CN(Cc2ccc(Cl)cc2)S(C)(=O)=O)CC1,-8,-6
COCCNc1nc2ccccc2nc1NS(=O)(=O)c1ccc(C)cc1C,-16,.
CC(C)(C)OC(=O)NCCCC1=CC2=CC(=O)C(C)(OC(=O)C3CCCC3)C(=O)C2=CO1 (stereo unspecified),-1,.
CC(=O)N1CCCc2cc(S(=O)(=O)Nc3ccc4c(c3)OCO4)ccc21,-11,-5
CC(C)c1nnc(NC(=O)CCS(=O)(=O)c2nc(-c3cccs3)cc(C(F)(F)F)n2)s1,-7,14
O=C(NC1CCCC1)C1CCCN1C(=O)Nc1ccccc1Cl (stereo unspecified),.,-12
Cc1cccnc1-n1c(C)nc2ccccc2c1=O,1,.
Cc1ccc(NC(=S)N2CCN(CCN3C(=O)c4cccc5cccc(c45)C3=O)CC2)cc1,14,.
O=C(O)C1CC(c2ccc(F)cc2)=NO1 (stereo unspecified),-3,.
CC(=O)c1cccc(NC(=O)NC(C)C2CCCO2)c1 (stereo unspecified),-26,1
COc1ccc(-c2nc(-c3ccc(Br)o3)no2)cc1,3,.

More entries follow.
SMILES,RmlC RmlD mix,RT RNaseH block
O=c1[nH]cnc2scc(-c3ccc(-c4ccccc4)cc3)c12,3,.
O/N=C1/C2C3CC4C5C3C1C5C1(OCCO1)C42 (stereo unspecified),-11,-8
O=C1CSc2ccc(C(=O)NCCC3=CCCCC3)cc2N1,-287,.
COc1ccc(OC)c(NC(=O)C2CCCN2C(=O)OCc2ccccc2)c1 (stereo unspecified),-4,-12
COc1ccc(S(=O)(=O)n2nc(C)cc2C)c(C)c1C,6,.
c1ccc2c(c1)c1ccccc1n1c(-c3ccc4c(c3)OCO4)nnc21,5,.
O=C(NCc1ccc2c(c1)OCO2)c1cccc(Cl)c1,-25,5
CCCn1c(=O)c2ccccc2n2c(SCCOc3ccccc3)nnc12,44,-41
Cc1cc(NCc2ccc(F)cc2Cl)n2nnnc2n1,10,-3
Cc1cccc2cc3c(nc12)SC(=NCC1CCCO1)N(Cc1ccco1)C3 (stereo unspecified),5,14
O=C(NCc1ccco1)Nc1ccc(Br)cc1,-10,-2
Cc1ccc(C)c(-n2nnnc2SCC(=O)Nc2cccc(-c3nnc4n3CCCCC4)c2)c1,25,-43
O=C(NC1CCS(=O)(=O)C1)c1cccc(S(=O)(=O)N2CCCCC2)c1 (stereo unspecified),2,3
CC(C)CCNC(=O)NC(=O)COC(=O)C1=COCCO1,-2,-7
CCCc1c(C)c2cc(C)ccc2[nH]c1=O,4,-82
COc1ccc(NC(=O)N(CCc2ccccc2)Cc2cc3c(C)cc(C)cc3[nH]c2=O)cc1,5,.
Cc1ccc2[nH]c(=O)c(CN(CCCN3CCOCC3)C(=O)NC3CCCCC3)cc2c1,15,-10
COC(=O)C(CC(C)C)N1CCC(=O)c2ccccc2S1(=O)=O (stereo unspecified),0,.
CCc1ccc2[nH]c(=O)c(CN(CCCN3CCOCC3)C(=O)Nc3ccc(Cl)cc3)cc2c1,-8,20
Cc1cccc(CS(=O)(=O)Cc2ccc(C(=O)NCc3cccnc3)o2)c1,147,-6
Cc1ccc(-c2cc(C(=O)NCc3ccc4c(c3)OCO4)[nH]n2)c(O)c1C,10,15
CCN(c1ccccc1)S(=O)(=O)c1ccc(NCC2COc3ccccc3O2)nc1 (stereo unspecified),6,-16
CC(Oc1ccc(Cl)cc1)c1ccnn1S(=O)(=O)c1ccc(Cl)cc1 (stereo unspecified),6,.
CC(=O)Nc1cc(C(F)(F)F)ccc1OCCOc1ccccc1,8,.
COC(=O)CCC(=O)OC1(C)C(=O)C2=CN(Cc3ccc4c(c3)OCO4)C(c3ccc(OC)cc3)=CC2=C(Br)C1=O (stereo unspecified),-11,.

Two of the compounds above, with two lines to a compound.
Each structure is followed by: RmlC RmlD mix, RT RNaseH block
> O=C1CSc2ccc(C(=O)NCCC3=CCCCC3)cc2N1
    -287, .
> COc1ccc(OC)c(NC(=O)C2CCCN2C(=O)OCc2ccccc2)c1 (stereo unspecified)
    -4, -12

Later entries:
SMILES,RmlC RmlD mix,RT RNaseH block
CCOC(=O)N1CCC(NC(=O)c2cc3c(-c4ccc(OC)c(OC)c4)nn(C)c3s2)CC1,4,-11
CC1CC(=O)C=C(O)C1C(=O)OC(C)(C)C (stereo unspecified),-12,-2
CC1(C)Cc2c(cnn2-c2ccccc2)-c2c1c1ccccc1n2CC(O)CBr (stereo unspecified),-77,.
COC(=O)C1C(=O)CC(C)(O)C(C(=O)OC)C1c1ccccc1F (stereo unspecified),-10,-12
COC(=O)C1(C)NC(c2ccc(O)cc2)C2C(=O)N(c3ccc4c(c3)OCCO4)C(=O)C21 (stereo unspecified),4,-18
Cc1ccc(S(=O)(=O)Cn2nnnc2CN2CCN(Cc3ccc4c(c3)OCO4)CC2)cc1,4,2
COC(=O)c1ccccc1S(=O)(=O)N1CCC(c2nc3ccccc3o2)CC1,-1,-15
O=C(NC12CC3CC(CC(C3)C1)C2)N1CCC(O)(c2ccc3c(c2)OCO3)CC1,-15,20
COc1nccnc1NS(=O)(=O)c1ccc(NS(=O)(=O)c2ccc(NC(C)=O)cc2)cc1,4,.
O=C(Cn1c(-c2ccccc2)noc1=O)NCc1ccccc1,-9,-7
c1ccc(CCc2nc(-c3ccccn3)no2)cc1,54,-23
NNC(=O)c1ccncc1,.,-9
Cc1onc(-c2ccccc2Cl)c1C(=O)Nc1cccc2nsnc12,-16,-11
COc1ccc(N2CCn3c2nc2c3c(=O)n(CCCc3ccccc3)c(=O)n2C)c(OC)c1,9,-10
Clc1ccc(Cc2noc(Cc3ccccc3)n2)cc1Cl,-12,-40
O=C(NCc1ccccn1)c1cc2ccccc2oc1=O,12,-4
O=C(CCS(=O)(=O)Cc1ccc(Cl)cc1)NCCCN1CCOCC1,12,.
COc1cccc(CNC(=O)Cc2c(C(=O)O)[nH]c3ccccc23)c1,0,.

An excerpt (hit frequency here may not be typical).
